CHT PAM: CHT positive allosteric modulators, primary screen, cell-based, membrane potential dye, choline EC20; High affinity choline transporter 1 (Homo sapiens), Q9GZV3; CHT-expressing cells; active compounds read high; LV-AA mutant CHT in HEK293 cells; B-score at 10 µM; hit rate 0.49% among 310,000; AID 488977, 2010;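 active means initial fluorescence not abnormally high and integrated response B-score, plate-corrected, over 3 SD above library mean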
Target sequence (Q9GZV3 whole entry, looked up): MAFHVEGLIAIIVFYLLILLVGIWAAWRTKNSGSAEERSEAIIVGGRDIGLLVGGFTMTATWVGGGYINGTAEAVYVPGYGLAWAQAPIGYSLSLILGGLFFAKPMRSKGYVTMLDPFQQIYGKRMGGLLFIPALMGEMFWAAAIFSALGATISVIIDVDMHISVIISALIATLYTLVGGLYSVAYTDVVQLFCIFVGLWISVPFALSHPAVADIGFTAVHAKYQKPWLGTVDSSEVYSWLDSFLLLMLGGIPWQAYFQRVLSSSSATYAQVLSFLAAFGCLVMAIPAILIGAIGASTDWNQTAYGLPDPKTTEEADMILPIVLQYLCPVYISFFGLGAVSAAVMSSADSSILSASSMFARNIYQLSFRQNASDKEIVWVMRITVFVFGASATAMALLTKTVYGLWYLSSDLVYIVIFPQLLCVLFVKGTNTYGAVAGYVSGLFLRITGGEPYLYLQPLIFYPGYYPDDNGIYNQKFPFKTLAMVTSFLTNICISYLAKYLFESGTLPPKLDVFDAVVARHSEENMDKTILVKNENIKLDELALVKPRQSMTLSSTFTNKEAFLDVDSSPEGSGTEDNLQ
OX1R antagonist: OX1R (HCRTR1) antagonists, primary screen, fluorescence, CHO/OX1R cells, Fluo-8 calcium, orexin A; Fluo-8 calcium fluorescence; inhibition, % at 5 µM; hit rate 0.43% among 330,000;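 active means inhibition above its plate's threshold, mean inhibition of all tested compounds on the plate plus 3 SD, cut at about 37% in these data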;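 further: 0% = orexin A challenge wells and 100% = SB-334867-A antagonist wells; not every result past the cut was called active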
Target sequence (O43613 whole entry, looked up): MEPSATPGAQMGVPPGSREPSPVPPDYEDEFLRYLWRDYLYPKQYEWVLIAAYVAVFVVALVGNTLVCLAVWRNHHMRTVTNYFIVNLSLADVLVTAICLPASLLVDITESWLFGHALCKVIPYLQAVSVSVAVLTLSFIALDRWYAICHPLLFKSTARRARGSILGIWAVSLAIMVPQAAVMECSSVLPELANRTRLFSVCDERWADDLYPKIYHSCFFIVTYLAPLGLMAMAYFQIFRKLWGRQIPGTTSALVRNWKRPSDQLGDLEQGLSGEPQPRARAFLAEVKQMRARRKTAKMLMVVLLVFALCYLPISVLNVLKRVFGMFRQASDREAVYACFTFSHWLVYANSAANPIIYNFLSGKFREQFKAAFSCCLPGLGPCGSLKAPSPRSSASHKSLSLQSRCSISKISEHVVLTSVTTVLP
Numbers without * were called inactive; i = inactive; . = not tested or not shown.

SMILES	CHT PAM	OX1R antagonist
O=C(/C=C/c1ccco1)Nc1ccc(-c2nc3ccccc3[nH]2)cc1	i	-13
COc1ccccc1/C=C/C=N/NC(=O)c1ccccn1	i	13
COc1cccc(OC)c1C(=O)N1CCN(c2c(Cc3ccccc3)c(C)nc3ncnn23)CC1	i	-23
CCCOc1ccc(/C=c2\sc3nc(-c4ccco4)nn3c2=O)cc1OCC	i	-11
COc1cc(NC(=O)c2cccs2)ccc1NC(=O)c1cc2ccccc2o1	i	-21
COc1ccc(C(=O)Nc2ccncc2)cc1OC	8.2*	-2
CSc1nc(C)cc(OCCNS(=O)(=O)c2cc(C)ccc2C)n1	i	1
CCC(=O)Nc1ccc(Oc2ccc3c(c2)C(=O)N(c2ccc(O)cc2)C3=O)cc1	i	-12
COc1cc(NC(=O)COC(=O)C=C(C)C)c(C)cc1[N+](=O)[O-]	i	-9
NC(=S)Nc1ccc(Oc2ccc(NC(N)=S)cc2)cc1	i	7
CCOc1ccc(N=C(NN)c2ccc3ccccc3n2)cc1	i	-16
CN(c1ccccc1)S(=O)(=O)c1ccc2c(c1)OCCO2	.	-14
CC(Sc1nc(N(C)C)nc(N2CCOCC2)n1)C(=O)Nc1ccccc1 (stereo not given)	i	-39
O=c1[nH]c(CSc2nnnn2-c2ccccc2)nc2ccccc12	i	-14
CCCCCCNC(=O)Cc1nc2nc(C)cc(C)n2n1	i	-7
Cc1ccc(CNC(=O)CCC(=O)Nc2nnc(C3CCCCC3)s2)cc1	i	-11
CC(OC(=O)CCC1CCCC1)C(=O)Nc1ccccc1[N+](=O)[O-] (stereo not given)	i	-18
C/C(=N\N1CCN(C2c3ccccc3-c3ccccc32)CC1)c1ccco1	i	-34
CCCc1cc(=O)oc2cc(C)cc(OCC(=O)NCc3ccncc3)c12	i	-21
COc1cccc(CN(C)C(=O)c2ccc(NS(=O)(=O)c3ccc(F)cc3)cc2)c1OC	i	-35
COCCN1Cc2cccc(C(=O)Nc3cccc(OC)c3)c2C1=O	i	-16
CCOc1ccc(N(CC(=O)Nc2ccccc2OC)S(=O)(=O)c2ccccc2)cc1	i	.
C[C@H](CO)N1C[C@H](C)[C@H](CN(C)C(=O)Nc2ccc(C(F)(F)F)cc2)Oc2c(NC(=O)c3ccncc3)cccc2C1=O	.	11
Cc1nn(-c2ccccc2)c(NC(=O)c2cccs2)c(-c2ccc(Cl)cc2)c1=O	i	-25
COc1ccc(N2C(=S)NC3c4cc(Cl)ccc4OC2(C)C3C(=O)N(C)C)cc1 (stereo not given)	i	-21
O=C(COC(=O)CCNS(=O)(=O)c1cccc(C(F)(F)F)c1)NC(=O)NC1CCCCC1	i	-15
Cc1nc2cc(-c3ccc(F)cc3)[nH]n2c(=O)c1C	i	28
Cc1cccc(C)c1OCC(O)CN (stereo not given)	i	-9
Cc1cc(=O)[nH]c(-c2ccc(Cl)cc2)n1	i	-23
CN1CCN(C(=O)C2=C[C@H](c3ccccc3)C[C@H](OCc3ccc(CO)cc3)O2)CC1	i	0
Cc1nc(-c2cccc(NC(=O)c3cc4cc(Br)ccc4oc3=O)c2)cs1	i	-28
CN(CCC1CCOCC1)C(=O)CC1C(=O)NCCN1Cc1cccc(F)c1 (stereo not given)	i	-27
CSc1nc2ccccc2n1Cc1c(Cl)cccc1Cl	i	-33
COc1ccc(N2CCN(Cc3nc(Cc4cccc(F)c4)no3)C(C)C2)cc1 (stereo not given)	i	-12
Cc1ccsc1C(=O)N1CCCC(N2CCN(c3cccc(Cl)c3)CC2)C1 (stereo not given)	i	-24
Cc1ccc(/C(=N\S(=O)(=O)c2ccc(Br)cc2)Nc2ccccc2C)cc1	i	-11
CCN(CC)S(=O)(=O)c1ccc(NS(=O)(=O)c2cccc(C)c2)cc1	i	-11
COC(=O)c1sccc1NC(=O)/C=C/c1ccc(Cl)cc1Cl	i	2
CCOC(=O)c1c(C)n(C)c2c1cc(OC(C)=O)c1ccccc12	i	-8
Cc1nn(Cc2noc(C(=O)NC3CCC(C)CC3)n2)c(C)c1Br (stereo not given)	i	-13

Nothing new here: entries from further up.
SMILES	CHT PAM	OX1R antagonist
CC(OC(=O)CCC1CCCC1)C(=O)Nc1ccccc1[N+](=O)[O-] (stereo not given)	i	-18
C/C(=N\N1CCN(C2c3ccccc3-c3ccccc32)CC1)c1ccco1	i	-34
CCCc1cc(=O)oc2cc(C)cc(OCC(=O)NCc3ccncc3)c12	i	-21
COc1cccc(CN(C)C(=O)c2ccc(NS(=O)(=O)c3ccc(F)cc3)cc2)c1OC	i	-35
COCCN1Cc2cccc(C(=O)Nc3cccc(OC)c3)c2C1=O	i	-16
CCOc1ccc(N(CC(=O)Nc2ccccc2OC)S(=O)(=O)c2ccccc2)cc1	i	.
C[C@H](CO)N1C[C@H](C)[C@H](CN(C)C(=O)Nc2ccc(C(F)(F)F)cc2)Oc2c(NC(=O)c3ccncc3)cccc2C1=O	.	11
Cc1nn(-c2ccccc2)c(NC(=O)c2cccs2)c(-c2ccc(Cl)cc2)c1=O	i	-25
COc1ccc(N2C(=S)NC3c4cc(Cl)ccc4OC2(C)C3C(=O)N(C)C)cc1 (stereo not given)	i	-21
O=C(COC(=O)CCNS(=O)(=O)c1cccc(C(F)(F)F)c1)NC(=O)NC1CCCCC1	i	-15
Cc1nc2cc(-c3ccc(F)cc3)[nH]n2c(=O)c1C	i	28
Cc1cccc(C)c1OCC(O)CN (stereo not given)	i	-9
Cc1cc(=O)[nH]c(-c2ccc(Cl)cc2)n1	i	-23
CN1CCN(C(=O)C2=C[C@H](c3ccccc3)C[C@H](OCc3ccc(CO)cc3)O2)CC1	i	0
Cc1nc(-c2cccc(NC(=O)c3cc4cc(Br)ccc4oc3=O)c2)cs1	i	-28
CN(CCC1CCOCC1)C(=O)CC1C(=O)NCCN1Cc1cccc(F)c1 (stereo not given)	i	-27
CSc1nc2ccccc2n1Cc1c(Cl)cccc1Cl	i	-33
COc1ccc(N2CCN(Cc3nc(Cc4cccc(F)c4)no3)C(C)C2)cc1 (stereo not given)	i	-12
Cc1ccsc1C(=O)N1CCCC(N2CCN(c3cccc(Cl)c3)CC2)C1 (stereo not given)	i	-24
Cc1ccc(/C(=N\S(=O)(=O)c2ccc(Br)cc2)Nc2ccccc2C)cc1	i	-11
CCN(CC)S(=O)(=O)c1ccc(NS(=O)(=O)c2cccc(C)c2)cc1	i	-11

Next section
SMILES	CHT PAM	OX1R antagonist
CCC1CCC/C1=N\NC(=O)c1ccccc1Cl (stereo not given)	i	-6
CCS(=O)(=O)CCSC(=N)N	i	-9
CCOC(=O)c1cccc(NC(=O)C2CCCN(S(=O)(=O)c3c(C)n[nH]c3C)C2)c1 (stereo not given)	i	-41
CCOc1c(S(=O)(=O)NC2CC(C)(C)NC(C)(C)C2)ccc(Cl)c1Cl	i	-15
C[C@H]1COC(=O)[C@H](CC(=O)OC(C)(C)C)C/C=C\C[C@@H](CC(=O)N(CCO)Cc2ccccc2)C(=O)N1	.	-10
Cc1c(NC(=O)COC(=O)Cc2ccc(Br)cc2)c(=O)n(-c2ccccc2)n1C	.	-15
CCOc1ccc(S(=O)(=O)N2CCOCC2)cc1NC(=O)CN1C(=O)NC(CC)(c2ccccc2)C1=O (stereo not given)	i	-24
CC(=O)c1ccc(NC(=O)CCc2nnc3ccc(N4CCC5(CC4)OCCO5)nn23)cc1	i	-7
Cc1ccn2c(c1)nc(=O)c1cc(S(=O)(=O)N3CCOCC3)ccc12	i	-22
C#CCNc1cc(C)nc2ncnn12	i	-17
CCOC(=O)c1cccc(C2=CC(=O)C[C@H](c3ccc(OC)cc3)C2)c1	.	-16
CCOc1ccccc1CN1CCN(C2CCN(c3ccccc3F)CC2)CC1CCO (stereo not given)	i	-26
Cn1cnc([N+](=O)[O-])c1Oc1ccc2ccccc2c1	i	3
COc1ccc(C(=O)C(C)OC(=O)c2cccc(S(=O)(=O)Nc3c(C)n(C)n(-c4ccccc4)c3=O)c2)cc1 (stereo not given)	.	-6
Cc1cc(=O)oc2cc(OCc3ccc(C(=O)OCC(=O)NC4CCS(=O)(=O)C4)cc3)ccc12 (stereo not given)	i	-1
CC(C)(c1ccccc1)c1ccc(OCC(O)CNC2CCN(Cc3ccccc3)CC2)cc1 (stereo not given)	i	2
CN(CCO)c1nc2c(c(=O)n(Cc3ccc(Cl)cc3)c(=O)n2C)n1C	i	-11
Cc1ccc(N(C(=O)Cn2nnc3ccccc32)C(C(=O)NC2CCCCC2)c2cn(C)nc2C)cc1 (stereo not given)	i	-31
CC(C)(C)c1ccc(/C=C/C(=O)N2CCN(c3ncccn3)CC2)cc1	i	-19
COc1ccc(NC(=O)c2ccco2)cc1NC(=O)c1cc2ccccc2o1	i	-13
COC(=O)Cc1c(C)c2ccc(OCC(=O)NCc3ccc4c(c3)OCO4)cc2oc1=O	i	-31
Cc1c(C(=O)O)cccc1-n1c(C)cc(/C=N/NC(=O)c2cc3ccccc3o2)c1C	i	-10
CC(C)(C)OC(=O)CC[C@@H](C(=O)N1CCN(C(=O)OC(C)(C)C)CC1)n1cc(C(Cc2ccc(O)cc2)NC(=O)OC(C)(C)C)nn1 (stereo not given in full)	i	-18
CCn1c(SCC(=O)Nc2nnc(C)s2)nnc1-c1ccco1	i	-9
CCOC(=O)c1c(NC(=O)COC(=O)/C=C/c2ccccc2)sc(C(=O)NC)c1C	.	0
C=CCc1cccc(C=Nc2ccc(Br)cc2)c1O	i	14
N#Cc1c(Sc2ncc(C(F)(F)F)cc2Cl)nsc1C/C=N\OCc1c(F)cccc1Cl	i	-10
COc1cc(C(=O)N2CCN(CCCc3ccccc3)CC2)cc(OC)c1OC	i	-14
Cc1cccc(-n2ncc3c(Nc4c(C)n(C)n(-c5ccccc5)c4=O)ncnc32)c1	i	-8
CCc1nc(SCc2nc3ccccc3[nH]2)c2oc3ccccc3c2n1	i	-13
Cc1c(C(=O)NC(=S)NCc2cccnc2)cccc1[N+](=O)[O-]	i	-19
COc1ccc(NC(=O)c2cccc(Cn3cc(Br)c([N+](=O)[O-])n3)c2)c(C)c1	i	-6
CC(C)N=C(NC#N)SCc1ccccc1	i	-3
O=C(NCc1cccs1)C1CCC(CNS(=O)(=O)c2cccc3nsnc23)CC1 (stereo not given)	i	4
CCOc1ccc(NC(=S)N2CCN(S(=O)(=O)c3ccc(C)cc3)CC2)cc1	i	2
Nc1nnc(SCC(=O)NC23CC4CC(CC(C4)C2)C3)s1	i	3
CCN(CC)S(=O)(=O)N1CCC(C(=O)NCc2ccco2)CC1	i	-14
Cc1ccc(C2N(c3ccc(F)cc3)C(=O)C3CCCN32)cc1 (stereo not given)	i	-16
COc1ccc(C(=O)NCCc2ccc(Cl)cc2)cc1S(=O)(=O)N1CCCCC1C (stereo not given)	.	-25
On1c(-c2ccco2)nc2c1CCc1nonc1-2	i	-8
CC1CCN(C(=O)CSCC(=O)Nc2nc(-c3cccs3)cs2)CC1	i	-16
CCOC(=O)N1CCC(NC(=O)CCc2ccccc2)CC1	i	-6
CCc1ccc(OCCSc2nc3ccccc3n2CCC(=O)O)cc1	i	4
COc1ccc(CNN2CCCCC2C(=O)Nc2ccc(OC)c(OCC(C)C)c2)cc1OC (stereo not given)	i	-18
O=C(C1CCN(S(=O)(=O)c2cnc[nH]2)CC1)N1CCN(c2ccc([N+](=O)[O-])cc2)CC1	i	-8
O=C(N/N=C/c1cc(Cl)cc([N+](=O)[O-])c1O)c1ccccc1NS(=O)(=O)c1cccs1	i	-6
CCN(CC)C(=O)[C@H]1C[C@H](CC(=O)NC(C)(C)C)C(=O)N2CCc3c([nH]c4cc(-c5ccco5)ccc34)[C@]12C	.	-35
Cc1ccc(C)c(S(=O)(=O)N2CCN(C(=O)[C@H](C)N3C(=O)C4CC=CCC4C3=O)CC2)c1 (stereo not given in full)	.	-7
Cc1ccccc1-n1c(=O)[nH]c(=O)c2c(N)c(C(=O)c3ccc(Cl)cc3)sc21	i	-24
CN1CC(=O)Nc2ccccc2C1=O	i	-3
COc1ccc(CCNC(=O)c2cnc3ccccc3n2)cc1	i	-8
CCC(C)(C)NC(=O)CCn1c(-c2ccccc2)cc(C(C)=O)c1C	i	-1
COc1ccccc1CC(=O)Nc1ccc([N+](=O)[O-])cc1OC	i	-6
CC(=O)Nc1ccc(S(=O)(=O)C(C#N)c2nc3ccccc3nc2NCCN2CCOCC2)cc1 (stereo not given)	i	-5
COC(=O)c1ccccc1NS(=O)(=O)c1c(C)noc1C	i	-5
COc1ccc(C(=O)/C=C/N(C)C)cc1	i	-29
C/C(=C1\SC(N2CCOCC2)=NC1=O)c1ccccc1	i	-13
COc1ccccc1NC(=O)COC(=O)c1ccccn1	i	3
COc1ccccc1/C=C/C(=O)Nc1cccc(C(C)=O)c1	i	0
CCOC(=O)C1CCN(C(=O)c2sc3nc(-c4ccccc4)cn3c2C)CC1	i	-32
New compounds follow
SMILES	CHT PAM	OX1R antagonist
O=C(COC(=O)c1cccnc1Nc1ccccc1F)NCc1ccc2c(c1)OCO2	i	-1
COc1cc2c(cc1NC(=O)C(C)Sc1ccc(C)cc1)oc1ccccc12 (stereo not given)	i	-5
CSc1ncccc1C(=O)N1CCN(S(=O)(=O)c2ccc3c(c2)OCCO3)CC1	.	-7
CCCN1C(=O)C(O)(c2c(C)[nH]c3ccccc23)c2ccccc21 (stereo not given)	i	-13
O=C(NCC1COc2ccccc2O1)C1CCCN(S(=O)(=O)c2cccc3nsnc23)C1 (stereo not given)	i	-12
O=S(=O)(Nc1ccc(Cl)cn1)c1cccs1	i	-12
CC(C)(C)C(=O)N1CCCC1C(=O)O (stereo not given)	i	-11
Cc1cccc(C(=O)NNC(=O)c2csc(N3CCOCC3)n2)c1C	i	-24
COC(=O)N1CC(C)N(C(=O)OC)CC1C (stereo not given)	i	-1
O=C(NC(=S)Nc1ccc(CN2CCCCC2)cc1)c1cc2ccccc2o1	i	-37
COC(=O)c1cnn(-c2nc3c(C)cccc3s2)c1C	i	-12
CCOc1ccc2nc(N=NC3=C(O)CC(C)(C)CC3=O)sc2c1	i	-20
CCC(=NCCc1ccc(OC)c(OC)c1)c1ccccc1O	i	-27
